# Source: PubChem
# AHR act: activators of human aryl hydrocarbon receptor | AHR-responsive luciferase reporter cells, luminescence | activation, % at 5 µM | 320,000 compounds, 2.5% hits; in the data active = activation above about 47%;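 also: 0% = vehicle wells and 100% = reference agonist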
# TPT1 inh: C. albicans TPT1 enzyme inhibition; AID 1962; recombinant caTPT1, FP RNA substrate dephosphorylation; inhibition, % at 5 µM; 300,000 compounds, 0.81% hits;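 active = inhibition above the mean of all tested compounds plus 3 SD, set per screening campaign, cut at about 24% in these data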;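 also: plate controls were DMSO alone for no effect and ferristatin control at 100 nM for full effect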
# PP5 primary: blocks human protein phosphatase 5 activity; P53041; purified PP5c, OMFP substrate fluorescence; inhibition, % at 6.7 µM; 320,000 compounds, 0.18% hits;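 active = inhibition above the campaign's mean inhibition across all tested compounds plus 3 SD, cut at about 9.5% in these data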;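 also: 0% = DMSO only and 100% = 100 µM cantharidin control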
# proCasp3 act: activates human procaspase-3 | recombinant procaspase-3 D3A, Ac-DEVD-pNA absorbance 405 nm | 330,000 compounds, 0.11% hits | P42574 | activation, % at 8.5 µM;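 active = activation above the mean of all tested compounds plus 3 SD, cut at about 21% in these data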;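 also: 0% = DMSO alone and 100% = DMSO wells spiked with extra 5 µM PC-3 D3A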
#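 Assay system: Procaspase-3 D3A mutant, all three cleavage aspartates alanine. Buffer or medium: Zinc-free HEPES saline buffer with Triton X-100. Times: 1 h compound preincubation, 2 h substrate hydrolysis at 25 °C. Measured by: 405 nm absorbance of p-nitroaniline, reads at 0 and 120 min. Read-out basis: percent activation relative to control range. Replicates: singlicate.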
# PP1 inh: PP1-alpha (human) inhibition in PP5 counter-screen. P62136. purified PP1alpha, OMFP fluorescence. inhibition, % at 6.7 µM. 320,000 compounds, 0.9% hits. AID 2235;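 active = inhibition above the mean inhibition of all tested compounds plus 3 SD, computed separately for each screening campaign, cut at about 15% in these data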
# Target sequence (P62136 whole entry, looked up): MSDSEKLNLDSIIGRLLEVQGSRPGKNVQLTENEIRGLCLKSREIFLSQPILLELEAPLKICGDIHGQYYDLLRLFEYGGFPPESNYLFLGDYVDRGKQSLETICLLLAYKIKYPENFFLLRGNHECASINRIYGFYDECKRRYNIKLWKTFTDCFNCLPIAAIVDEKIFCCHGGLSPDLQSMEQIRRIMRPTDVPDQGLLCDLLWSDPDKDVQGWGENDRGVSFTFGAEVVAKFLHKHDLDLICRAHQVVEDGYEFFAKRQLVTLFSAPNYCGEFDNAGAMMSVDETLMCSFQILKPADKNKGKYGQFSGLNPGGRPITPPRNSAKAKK
# PAFAH2 inh: PAFAH2 (human) inhibition; Q99487; inhibition, % at 3.39 µM; 340,000 compounds, 0.99% hits; recombinant PAFAH2, FP-rhodamine activity probe, fluorescence polarization;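 active = inhibition above the mean over all tested compounds plus 3 SD, cut at about 30% in these data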;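 also: inhibitors block probe labeling of enzyme so polarization drops; 0% = enzyme with DMSO and 100% = wells lacking PAFAH2 protein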
# CTSL1 counter: cathepsin L1 inhibition, PFM18AAP counter-screen; recombinant F. hepatica cathepsin L1, Z-Leu-Arg-MCA fluorescence; inhibition, % at 5.96 µM; 300,000 compounds, 0.49% hits; AID 1906;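 active = inhibition above the mean of all tested compounds plus 3 SD, set per screening campaign, cut at about 17% in these data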;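 also: 0% = plate median of test compound wells and 100% = 1 µM Z-Phe-Ala-diazomethylketone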
# core dimer inh: HCV core protein dimerization inhibition; TR-FRET GST/Flag-core106 dimerization, 1536-well; inhibition, % at 5 µM; 300,000 compounds, 0.33% hits; AID 1899;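 active = inhibition above the mean of all tested compounds plus 3 SD, set per screening campaign, cut at about 45% in these data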
#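 Material: Tagged HCV core106 pair (GST and Flag) | Amount: GST-core106 13.5 nM, Flag-core106 17 nM | Medium: KF-containing HEPES buffer, pH 7.45, DTT, CHAPS, BSA | Reagent: Eu donor and XL665 acceptor anti-tag antibodies | Schedule: 4 h at 22.5 °C | Technique: Time-resolved FRET, ex 340 nm, em 617 and 671 nm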
# proCasp7 act: activates human procaspase-7, counter-screen for procaspase-3 activators. P55210. recombinant procaspase-7, Ac-DEVD-pNA absorbance 405 nm; D23A/D198A/D206A triple mutant, cannot self-cleave; scale: DMSO 0, 5 µM enzyme 100. activation, % at 8.5 µM. 330,000 compounds, 0.093% hits;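 active = percent activation above the screen-wide mean plus 3 SD, cut at about 25% in these data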
# Target sequence (P55210 whole entry D23A/D198A/D206A): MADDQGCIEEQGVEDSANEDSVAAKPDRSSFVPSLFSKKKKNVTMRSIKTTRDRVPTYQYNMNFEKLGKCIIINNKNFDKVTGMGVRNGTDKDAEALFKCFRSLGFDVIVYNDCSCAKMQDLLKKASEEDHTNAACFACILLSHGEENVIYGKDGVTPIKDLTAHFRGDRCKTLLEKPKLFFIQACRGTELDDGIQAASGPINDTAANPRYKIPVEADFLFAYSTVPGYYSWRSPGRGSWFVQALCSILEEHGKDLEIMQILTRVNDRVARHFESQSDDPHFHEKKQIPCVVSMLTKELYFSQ
#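 Replicates: singlicate. Assay system: Procaspase-7 triple mutant (PC-7 D3A). Signal: 405 nm absorbance of p-nitroaniline. Times: 1 h preincubation, 2 h reaction. Buffer or medium: Zinc-free HEPES pH 7.4 with 300 mM NaCl, 0.01% Triton X-100. Also added: DEVD-pNA substrate. Benchmarks: DMSO wells as 0%, DMSO with 5 µM added PC-7 as 100%.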
# * marks the source's active call; other numbers are inactive results; . = not tested or not shown.
1. COc1cc(=O)n(C)c2ccccc12
2. C/C(=N\Nc1nc(C)cc(-c2ccccc2)n1)c1ccc(C)o1
3. Cc1cc(C)c(C)c(OCC(O)CN2CCN(c3ccccn3)CC2)c1 (stereo not drawn)
4. CC(Nc1ncnc2sccc12)c1ccccc1 (stereo not drawn)
5. O=C(NNC(=O)c1ccc(NC(=O)c2ccccc2)cc1)c1ccc(F)cc1
assay / compound	1	2	3	4	5
AHR act	-1	47*	1	-8	1
TPT1 inh	-4	-1	0	2	-3
PP5 primary	5.2	1.0	1.5	1.4	1.3
proCasp3 act	1	-6	5	0	-3
PP1 inh	-3	2	1	-3	7
PAFAH2 inh	6	-1	1	-2	-2
CTSL1 counter	3	3	-2	5	1
core dimer inh	-1	9	-4	-4	-1
proCasp7 act	9	1	11	-8	12

6. COc1ccc(N(CC(=O)Nc2ccc(F)c(F)c2)S(=O)(=O)c2c(C)[nH]c(=O)[nH]c2=O)cc1
7. Nc1cc(=O)[nH]c(SCC(=O)Nc2cc(S(=O)(=O)N3CCCCC3)ccc2Cl)n1
8. O=C(Cc1ccc(F)cc1)OCN1C(=O)c2ccccc2C1=O
9. COc1ccc(C(=O)NCC(=O)N2CCC3(CC2)NCCc2[nH]cnc23)cc1
10. Cc1cc(C)n(CCc2nc(-c3ccco3)cs2)n1
assay / compound	6	7	8	9	10
AHR act	3	-1	-6	3	0
TPT1 inh	-1	.	-3	2	7
PP5 primary	2.4	-0.3	-0.1	-1.5	1.9
proCasp3 act	3	0	8	1	-17
PP1 inh	-1	1	0	-3	3
PAFAH2 inh	9	-4	4	3	1
CTSL1 counter	-3	.	-8	-3	-3
core dimer inh	-4	.	14	-7	12
proCasp7 act	3	-7	7	1	-21

# Next section, starting with the last 2 of the part before.
9. COc1ccc(C(=O)NCC(=O)N2CCC3(CC2)NCCc2[nH]cnc23)cc1
10. Cc1cc(C)n(CCc2nc(-c3ccco3)cs2)n1
11. CNS(=O)(=O)c1cccc(C(=O)OCC(=O)N2CCc3ccccc3C2)c1
12. CCOc1ccc(NC(=O)CC2C(=O)N(c3ccc(OC)c(Cl)c3)C(=S)N2C2CC2)cc1 (stereo not drawn)
13. CCOc1ccc(-c2nn[nH]n2)cc1OCC
14. CC(=O)Nc1ccc(S(=O)(=O)Nc2ccc(-c3ccc4nnc(C)n4n3)cc2)cc1
15. COc1ccc(C(=O)NCC(=O)NCC2COc3ccccc3O2)cc1 (stereo not drawn)
assay / compound	9	10	11	12	13	14	15
AHR act	3	0	9	-2	8	-3	8
TPT1 inh	2	7	-7	3	6	-1	-6
PP5 primary	-1.5	1.9	0.5	4.5	-1.4	1.4	1.3
proCasp3 act	1	-17	-11	-4	-7	-4	-2
PP1 inh	-3	3	1	1	-10	-1	0
PAFAH2 inh	3	1	-4	-4	-3	-5	-11
CTSL1 counter	-3	-3	2	2	8	-1	0
core dimer inh	-7	12	7	4	-3	24	-3
proCasp7 act	1	-21	1	-5	-11	13	12

16. COC(=O)Nc1ccc(S(=O)(=O)N2CCCCC2C(=O)O)cc1 (stereo not drawn)
17. CC(=O)Nc1ccc(NC(=O)c2cc(=O)c3cc(C)c(C)cc3o2)cc1
18. CC(=O)c1ccc(S(=O)(=O)Nc2cccc(-n3cnnn3)c2)cc1
19. NC(=O)c1cc([N+](=O)[O-])cc2c1C=Cc1ccccc1O2
20. O=C(COc1ccc(S(=O)(=O)N2CCCCC2)cc1Cl)N1CCCC1
assay / compound	16	17	18	19	20
AHR act	0	2	16	2	1
TPT1 inh	5	-1	-1	9	1
PP5 primary	0.2	1.6	-0.7	-0.6	3.3
proCasp3 act	3	9	4	7	-4
PP1 inh	5	-1	1	-2	2
PAFAH2 inh	3	-5	11	2	-11
CTSL1 counter	0	4	-4	-4	-2
core dimer inh	2	1	-7	-4	-3
proCasp7 act	4	3	4	-2	-18

21. COc1ccc(-c2noc(CNC(=O)C(C)Oc3ccccc3)n2)cc1 (stereo not drawn)
22. COCCN(Cc1cc2cc(C)ccc2n2nnnc12)C(=S)Nc1ccccc1C
23. Cc1[nH]n(-c2cccc(Cl)c2)c(=O)c1/C=N/n1c(C)nc2ccccc2c1=O
24. CCN(CC)CCCN(Cc1cc2cc3c(cc2[nH]c1=O)OCO3)C(=S)Nc1ccc(OC)cc1
25. Cc1ccc(C(=O)NC(=S)Nc2cccc3c(C)cc(C)nc23)cc1
26. Cc1ccccc1C(=O)NCCNC(=O)c1ccco1
27. Cc1nc(=O)c(-c2ccccc2)c(C)n1CC1CCCO1 (stereo not drawn)
28. CS(=O)(=O)c1ccc(Cl)c(NC(=O)CCNC(=O)c2ccco2)c1
assay / compound	21	22	23	24	25	26	27	28
AHR act	0	2	8	8	19	1	0	-3
TPT1 inh	0	0	4	2	5	-5	-8	1
PP5 primary	0.7	-1.9	4.3	-3.1	3.3	-0.6	4.1	-0.1
proCasp3 act	-1	-6	-6	-2	-16	1	0	-2
PP1 inh	-5	-1	0	1	-5	1	-3	-1
PAFAH2 inh	-6	-3	-7	2	-13	-5	-5	-1
CTSL1 counter	1	-5	-1	-1	4	2	-1	-3
core dimer inh	13	1	-1	0	-3	-4	-4	-4
proCasp7 act	6	10	-6	-9	5	-2	2	7

# Exported bar-delimited: part of the list above.
no. | smiles | AHR act | TPT1 inh | PP5 primary | proCasp3 act | PP1 inh | PAFAH2 inh | CTSL1 counter | core dimer inh | proCasp7 act
14 | CC(=O)Nc1ccc(S(=O)(=O)Nc2ccc(-c3ccc4nnc(C)n4n3)cc2)cc1 | -3 | -1 | 1.4 | -4 | -1 | -5 | -1 | 24 | 13
15 | COc1ccc(C(=O)NCC(=O)NCC2COc3ccccc3O2)cc1 (stereo not drawn) | 8 | -6 | 1.3 | -2 | 0 | -11 | 0 | -3 | 12
16 | COC(=O)Nc1ccc(S(=O)(=O)N2CCCCC2C(=O)O)cc1 (stereo not drawn) | 0 | 5 | 0.2 | 3 | 5 | 3 | 0 | 2 | 4
17 | CC(=O)Nc1ccc(NC(=O)c2cc(=O)c3cc(C)c(C)cc3o2)cc1 | 2 | -1 | 1.6 | 9 | -1 | -5 | 4 | 1 | 3
18 | CC(=O)c1ccc(S(=O)(=O)Nc2cccc(-n3cnnn3)c2)cc1 | 16 | -1 | -0.7 | 4 | 1 | 11 | -4 | -7 | 4
19 | NC(=O)c1cc([N+](=O)[O-])cc2c1C=Cc1ccccc1O2 | 2 | 9 | -0.6 | 7 | -2 | 2 | -4 | -4 | -2
20 | O=C(COc1ccc(S(=O)(=O)N2CCCCC2)cc1Cl)N1CCCC1 | 1 | 1 | 3.3 | -4 | 2 | -11 | -2 | -3 | -18
21 | COc1ccc(-c2noc(CNC(=O)C(C)Oc3ccccc3)n2)cc1 (stereo not drawn) | 0 | 0 | 0.7 | -1 | -5 | -6 | 1 | 13 | 6
22 | COCCN(Cc1cc2cc(C)ccc2n2nnnc12)C(=S)Nc1ccccc1C | 2 | 0 | -1.9 | -6 | -1 | -3 | -5 | 1 | 10
23 | Cc1[nH]n(-c2cccc(Cl)c2)c(=O)c1/C=N/n1c(C)nc2ccccc2c1=O | 8 | 4 | 4.3 | -6 | 0 | -7 | -1 | -1 | -6
24 | CCN(CC)CCCN(Cc1cc2cc3c(cc2[nH]c1=O)OCO3)C(=S)Nc1ccc(OC)cc1 | 8 | 2 | -3.1 | -2 | 1 | 2 | -1 | 0 | -9
25 | Cc1ccc(C(=O)NC(=S)Nc2cccc3c(C)cc(C)nc23)cc1 | 19 | 5 | 3.3 | -16 | -5 | -13 | 4 | -3 | 5

# The order is random; overall some 5.6% were active at least once.
